# ABCB1 inh: inhibitors of human ABCB1 transporter, ABCG2 counter-screen. CCRF-Adr cells, JC-1 efflux, flow cytometry. inhibition, % at 6.6 µM. P08183. hit rate 0.067% among 190,000; in the data active means inhibition above about 40%;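 further: 0% = vehicle and 100% = reference inhibitor; higher value means more JC-1 retained so stronger ABCB1 efflux block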
# Bim-Bfl-1: inhibitors of Bim-Bfl-1 interaction, human. AID 1008. Q16548. Bead-based flow cytometry, Bim-Bfl-1 binding inhibition. inhibition, % at 10 µM. hit rate 0.12% among 190,000;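 further: 0% = wells without compound plus tracer and 100% = blocker peptide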
# Bim-Mcl-1: disrupts Bim peptide binding to human Mcl-1 | Q07820 | Bead-based flow cytometry, Bim peptide-Mcl-1 binding | inhibition, % at 10 µM | hit rate 0.1% among 190,000;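 further: 0% = no compound tracer wells and 100% = peptide blocker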
# RGS8-Gao: regulators of human RGS8-Galphao interaction; multiplexed bead flow cytometry, RGS8-Galphao binding; actives lie on both sides; hit rate 0.34% among 220,000; P09471; AID 1423; response (percent of control binding), % at 10 µM; in the data active means response below about 60% or above about 140%; inactive means in between;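 further: Galphao activated as the GDP aluminium fluoride complex binding bead-coupled RGS8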
# Target sequence (P09471 whole entry, looked up): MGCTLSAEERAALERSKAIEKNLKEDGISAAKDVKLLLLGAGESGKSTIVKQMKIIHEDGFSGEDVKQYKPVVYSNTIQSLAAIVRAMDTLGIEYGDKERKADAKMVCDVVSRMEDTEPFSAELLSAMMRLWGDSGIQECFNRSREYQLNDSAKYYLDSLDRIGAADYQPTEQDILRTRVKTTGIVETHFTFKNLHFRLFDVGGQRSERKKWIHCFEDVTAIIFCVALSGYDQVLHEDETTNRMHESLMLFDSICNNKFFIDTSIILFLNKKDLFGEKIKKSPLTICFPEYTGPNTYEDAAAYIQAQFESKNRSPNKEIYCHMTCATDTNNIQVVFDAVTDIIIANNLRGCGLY
# Bim-Bcl-B: human Bim-Bcl-B interaction inhibition | bead-based flow cytometry, Bim peptide-Bcl-B binding | inhibition, % at 10 µM | hit rate 0.073% among 190,000;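 further: 0% = tracer peptide without compound and 100% = reference inhibitor peptide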
# Target sequence (Q9HD36 whole entry, looked up): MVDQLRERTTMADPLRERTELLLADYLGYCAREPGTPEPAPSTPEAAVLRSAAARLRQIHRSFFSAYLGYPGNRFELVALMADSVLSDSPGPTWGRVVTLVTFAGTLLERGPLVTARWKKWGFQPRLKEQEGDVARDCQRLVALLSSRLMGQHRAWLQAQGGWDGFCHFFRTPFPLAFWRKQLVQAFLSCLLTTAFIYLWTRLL
# RGS4-Gao reg: human RGS4-Galphao interaction regulation; Multiplexed bead flow cytometry, RGS4-Galphao binding; actives lie on both sides; binding response (% of control), % at 10 µM; AID 1415; hit rate 0.33% among 220,000; P09471; in the data active means binding response below about 49% or above about 150%; inactive means in between;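 further: fluorescent Galphao activated with aluminum fluoride binding bead-coupled RGS4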
# Bim-Bcl-2: human Bim-Bcl-2 interaction inhibition; P10415; Bead-based flow cytometry, Bim peptide-Bcl-2 binding; inhibition, % at 10 µM; hit rate 0.06% among 190,000; in the data active means inhibition above about 40%; inconclusive means no clear call, values can overlap the other calls;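 further: 0% = no compound wells with probe peptide and 100% = reference peptide inhibitor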
# Target sequence (P10415 whole entry, looked up): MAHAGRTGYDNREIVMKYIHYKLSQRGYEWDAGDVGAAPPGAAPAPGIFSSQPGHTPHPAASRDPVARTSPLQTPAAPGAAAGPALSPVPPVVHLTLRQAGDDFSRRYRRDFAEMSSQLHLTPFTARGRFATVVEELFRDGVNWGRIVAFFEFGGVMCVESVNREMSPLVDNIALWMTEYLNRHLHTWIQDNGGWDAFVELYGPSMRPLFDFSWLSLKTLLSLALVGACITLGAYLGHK
# Bcl-XL Bim block: human Bim-Bcl-XL interaction inhibition; Q07817; Bim peptide-Bcl-XL binding, bead flow cytometry, fluorescence; inhibition, % at 10 µM; hit rate 0.04% among 190,000; AID 1007
# ABCG2 block: blocks JC-1 efflux by human ABCG2 transporter | inhibition, % at 6.6 µM | hit rate 0.1% among 190,000 | Q9UNQ0 | IgMXP3 cells, flow cytometry;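 active means inhibition above 80%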;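 further: 0% = DMSO and 100% = nicardipine control wells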
#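 material = IgMXP3 (ABCG2) plus far-red-tagged CCRF-Adr (ABCB1) cells | amount = 3 million cells/mL, equal mix of both lines | also added = JC-1 transporter substrate | dosing = one concentration, 6.6 µM final | schedule = 10 min at 25 °C | measured by = flow cytometric JC-1 green MFI at 530 nm | read-out basis = percent efflux inhibition, scaled nicardipine 100% to DMSO 0%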
# RGS7-Gao: modulates binding of RGS7 to human Galphao; P09471; Multiplexed bead flow cytometry; actives lie on both sides; binding response (% of control), % at 10 µM; hit rate 0.35% among 220,000; in the data active means binding response below about 49% or above about 150%; inconclusive means no clear call, values can overlap the other calls; inactive means in between;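 further: fluorescent Galphao held in activated GDP-AlF4 state binding bead-coupled RGS7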
# Bcl-W Bim block: human Bim-Bcl-W interaction inhibition; inhibition, % at 10 µM; hit rate 0.02% among 190,000; Q92843; AID 952; bead-based flow cytometry, Bim peptide-Bcl-W binding;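 further: 0% = bound tracer without compound and 100% = peptide blocker; higher means less fluorescent Bim peptide bound to Bcl-W beads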
# Active calls of the source: *; ? = inconclusive; / = no result given; & = joins results of further samples. Unless noted, no stated cut-off is given here; in the data, active means inhibition above about 40%. Compounds as they come (roughly 0.94% active in at least one column).
SMILES,ABCB1 inh,Bim-Bfl-1,Bim-Mcl-1,RGS8-Gao,Bim-Bcl-B,RGS4-Gao reg,Bim-Bcl-2,Bcl-XL Bim block,ABCG2 block,RGS7-Gao,Bcl-W Bim block
CC(Oc1ccccc1)C(=O)NC1CCN(Cc2ccccc2)CC1 (stereo not drawn),0.1,-8,1,100,-6,104,-8,-7,2,106,0
CCC(C)OC(=O)c1cc(C)nc2c(Br)cc(Br)cc12 (stereo not drawn),0.5,/,/,103,/,102,?,/,3,105,/
COc1ccc(NC(=O)c2cc3nc(-c4ccccc4)cc(C)n3n2)cc1OC,0.9,-1,6,102,0,98,1,3,4,99,6
N#Cc1ccc(OCC(=O)OCC(=O)Nc2cc(C(F)(F)F)ccc2N2CCOCC2)cc1,0.1,-19,-5,90,-9,90,-7,-8,1,87,-8
CCn1cc(Cl)c(C(=O)Nc2cc(C(=O)OC)cc(C(=O)OC)c2)n1,2.2,-1,2,102,-3,104,1,-3,33,101,0
N#C/C(=C\c1ccc(Cl)cc1)c1nc2ncccc2[nH]1,0.8,2,0,71,3,89,0,-4,4,84,-1
COc1ccc(Br)cc1CN1CCN(C(=O)c2ccc(F)cc2)CC1,0.3,0,10,102,-1,103,0,-2,0,100,4
O=C(CCC1CCCCC1)Nc1ccccc1O,0.0,-11,0,107,-10,102,-8,-2,1,102,2
O=C1Nc2ncccc2OC1CCCl (stereo not drawn),0.3,-11,-1,96,-6,98,-6,-8,1,100,0
CCc1nc(SCc2cccnc2)[nH]c(=O)c1C,-0.2,0,-1,124,0,108,-1,1,-1,105,2
Cc1ccc(S(=O)(=O)N(C)c2cc(S(=O)(=O)Nc3ccncc3)c(C)cc2C)cc1,0.8,-2,-2,100,-5,97,-1,-9,5,98,-2
CCOC(=O)N1CCC(C(=O)Nc2ccc(OCC)cc2)CC1,0.3,-8,-1,102,-3,104,-4,-1,1,106,0
CC1Cc2ccccc2N1C(=O)c1ccc2snnc2c1 (stereo not drawn),0.7,-7,6,104,-2,104,-1,-1,2,103,3
CCOC(=O)/C(C#N)=C1\CC2CCC1(C)C2(C)C (stereo not drawn),2.3,7,-11,97,-59,103,-4,-16,12,99,-6
c1ccc(CN2CCN(c3nc(-c4ccccc4)nc4ccccc34)CC2)cc1,3.5,-8,1,101,-7,102,-5,-2,2,100,3
O=C(Nc1cccc(N2CCCC2)c1)c1cccs1,0.6,15,0,98,-15,101,1,0,6,99,10
COc1ccccc1N(CC(=O)Nc1ccc(S(=O)(=O)N2CCCCC2)cc1)S(C)(=O)=O,2.0,-1,-2,100,-1,96,2,-2,22,99,-1
O=C(N/N=C(/c1ccccc1)c1ccncc1)c1ccc2c(c1)OCO2,0.6,-1,-1,98,-4,98,1,-7,3,105,-1
COc1cc(C(=O)Nc2ccc3c(c2)C(=O)c2ccccc2C3=O)cc(OC)c1OC,-0.3,-5,-2,99,-12,90,1,-3,3,87,-1
Cc1nonc1C(=O)N/N=C/c1ccc(O)c(O)c1,0.2,-5,0,87,-5,85,-3,-4,0,81,-1
CC(=O)N(CN1C(=O)c2ccc([N+](=O)[O-])cc2C1=O)c1cccc(C(=O)O)c1,1.2,-8,-2,103,-4,106,-2,-2,0,103,-1
O=C(CSc1nnc(CNc2ccc(F)cc2)n1Cc1ccco1)N1CCCC1,0.8,-2,-2,84,0,72,0,-3,2,77,-3
CCCCCC(=O)Nc1ccc(-c2csc(N)n2)cc1,-0.2,-3,5,100,0,95,1,0,3,89,2
CCC(C)(CC(=O)N(C)CCC#N)c1ccccc1 (stereo not drawn),0.4,-7,2,98,-3,97,-2,-5,2,97,0
O=C(COC(=O)CCSc1ccc(Cl)cc1)NCc1ccc(Cl)cc1,0.1,-2,1,103,-5,103,-2,0,10,101,-1
CCOc1ccc(NC(=O)C2CCCN(S(=O)(=O)c3c(C)nn(C)c3C)C2)cc1 (stereo not drawn),0.4,-8,0,104,-3,102,-5,-4,2,104,0
COc1cc(C(=O)Oc2ccccc2)ccc1OCc1c(C)noc1C,0.4,-13,0,104,-5,104,-12,4,3,101,0
COc1ccc(C=O)cc1COc1ccc([N+](=O)[O-])c(C)c1,2.6,-3,-1,100,-2,96,-2,0,27,99,-1
Cc1ccccc1-c1ccccc1N,-0.1,-3,-6,99,-8,93,-2,-7,0,97,-6
CC(=O)N1c2ccccc2N(Cc2ccc([N+](=O)[O-])cc2)C(=O)C1(C)C,2.0,-4,-7,104,-3,107,0,-5,6,100,-7
O=c1c2cn[nH]c2[nH]c(=S)n1-c1ccccc1F,0.7,2,-6,98,-22,99,-4,-7,6,98,-4
CN(C)c1cc[n+](CC(=O)c2ccc(-c3ccccc3)cc2)cc1,-0.5,-6,-1,101,-3,101,-2,-3,-3,104,0
CC1Cc2ccccc2N1Cc1nc2scc(-c3cccs3)c2c(=O)[nH]1 (stereo not drawn),-0.1,0,-2,86,3,91,1,-3,0,90,-1
CCC(c1nc2ccccc2c(=O)n1-c1nc2ccccc2s1)N1C(=O)c2ccccc2C1=O (stereo not drawn),1.1,-3,-4,104,-3,99,-9,-8,0,99,-3
Cc1ccc(/C=N/N=C2/NC(=O)C(CC(=O)Nc3ccc(Cl)cc3)S2)o1 (stereo not drawn),-0.3,-3,-6,103,-6,100,-7,-11,-3,100,-8
O=C(NCCO)Nc1ccc2nsnc2c1,0.1,-1,4,102,-1,111,-1,3,3,105,0
O=C(c1cc(-c2ccc(O)cc2)on1)N1CCCc2ccccc21,0.4,-6,0,101,-2,101,-5,0,2,105,-1
COc1ccc(CCNc2ccc(S(=O)(=O)N3CCCC3)cc2[N+](=O)[O-])cc1,2.0,-2,0,105,1,104,2,2,43,108,1
O=C(Nc1ccccn1)c1cc(-c2cccc(Cl)c2)nc2ccccc12,3.2,-1,-1,100,-2,101,0,0,39,?,1
O=C(Nc1nc2ccc(S(=O)(=O)N3CCCC3)cc2s1)c1ccccn1,0.1,1,-1,95,-18,98,0,-5,2,114,-1
O=C(COc1ccc2ccccc2c1)Nc1nc2ccccc2[nH]1,0.7,-16,0,103,-5,109,-5,-4,7,105,2
CCCCOc1ccc2c(c1)C(=O)c1cc(O)ccc1-2,-0.5,-5,0,98,-2,96,-1,0,3,93,1
Cc1ccc(C(=O)NCc2occc2C(=O)O)o1,0.3,-1,-1,102,2,100,-2,0,7,99,-1
CC(C)Cc1nn2c(=O)cc(O)nc2s1,-0.1,0,-1,103,-3,99,0,-4,-1,100,-2
COc1ccccc1CCNCc1ccc(OC)c(OCc2ccccc2)c1,7.7,-17,-2,101,-10,101,-5,-5,22,104,-1
O=C1CNC(=S)N1Cc1ccccc1,-0.2,-3,-3,98,-5,97,-6,-1,-1,99,-1
O=C(CSc1nnc(SCc2ccccc2)s1)N/N=C/C=C/c1ccco1,-0.5,0,-5,99,-3,91,2,-4,0,88,-3
O=C(OCC(=O)N1CCN(C(=O)c2ccco2)CC1)c1ccc(S(=O)(=O)N2CCCCC2)cc1,0.5,-14,0,99,-9,100,-10,-13,1,99,0
Cc1snc(SCC(=O)N/N=C(\N)COc2ccc(F)cc2)c1C#N,-6.2,-1,0,100,0,100,1,0,-2,96,0
COc1ccc(-n2cnnc2SCC(=O)Nc2cccc(S(=O)(=O)N3CCCCC3)c2)cc1,0.1,-2,-8,103,-5,102,-3,-5,0,100,-3
CC12CCC(C(=O)O)(C/C1=N\O)C2(C)C (stereo not drawn),0.5&0.4,-16&-2,-3&-2,102&101,-11&-3,102&98,-4&0,-9&0,4&1,100&99,-2&-5
COc1ccc(C(=O)Nc2ccc(S(=O)(=O)NC(C)(C)C)cc2)cc1[N+](=O)[O-],1.5,-1,0,104,0,102,1,0,11,101,-1
O=C(CCc1nnc(CCCCc2ccccc2)o1)NCCC1CCCCO1 (stereo not drawn),-0.5,-5,-5,99,-6,99,-5,-2,0,102,-3
CC(NS(=O)(=O)c1ccc(CCC(=O)NCC2CCCO2)cc1)c1ccccc1 (stereo not drawn),-0.1,0,-2,96,-9,93,-3,-6,0,100,-6
O=c1[nH]c(Nc2ccc3c(c2)OCCO3)nnc1Cc1ccc(Cl)cc1,0.9,-4,0,94,-5,94,-2,-1,1,?,-2

# Gathered by group: those above containing a Cl atom
SMILES,ABCB1 inh,Bim-Bfl-1,Bim-Mcl-1,RGS8-Gao,Bim-Bcl-B,RGS4-Gao reg,Bim-Bcl-2,Bcl-XL Bim block,ABCG2 block,RGS7-Gao,Bcl-W Bim block
CCn1cc(Cl)c(C(=O)Nc2cc(C(=O)OC)cc(C(=O)OC)c2)n1,2.2,-1,2,102,-3,104,1,-3,33,101,0
N#C/C(=C\c1ccc(Cl)cc1)c1nc2ncccc2[nH]1,0.8,2,0,71,3,89,0,-4,4,84,-1
O=C1Nc2ncccc2OC1CCCl (stereo not drawn),0.3,-11,-1,96,-6,98,-6,-8,1,100,0
O=C(COC(=O)CCSc1ccc(Cl)cc1)NCc1ccc(Cl)cc1,0.1,-2,1,103,-5,103,-2,0,10,101,-1
Cc1ccc(/C=N/N=C2/NC(=O)C(CC(=O)Nc3ccc(Cl)cc3)S2)o1 (stereo not drawn),-0.3,-3,-6,103,-6,100,-7,-11,-3,100,-8
O=C(Nc1ccccn1)c1cc(-c2cccc(Cl)c2)nc2ccccc12,3.2,-1,-1,100,-2,101,0,0,39,?,1
O=c1[nH]c(Nc2ccc3c(c2)OCCO3)nnc1Cc1ccc(Cl)cc1,0.9,-4,0,94,-5,94,-2,-1,1,?,-2
